MEKK2 WT-MEK5 = raises or lowers MEK5 binding to wildtype human MEKK2 PB1 domain | Q9Y2U5 | bead flow cytometry, Alexa488-MEK5 binding to MEKK2 WT; actives lie on both sides | binding response (% of control), % at 10 µM | 290,000 compounds, 1.1% hits; in the data active means binding response below about 67% or above about 130%
MEKK2mut PB1 HTS = signal of MEK5 binding to mutant human MEKK2 PB1 domain; bead flow cytometry, Alexa488-MEK5 binding to MEKK2 mutant; percent response, % at 10 µM; 290,000 compounds, 0.35% hits; AID 1530; in the data active means percent response above about 24%, passing the limit was not always enough; further: inactives centre near 1; some results filed as inactive read as strong as hits; reference of the scale not given here
FID counter = displaces DNA intercalator in HCV helicase counter-screen. AID 1845. 290,000 compounds, 0.17% hits. inhibition, % at 7.9 µM. DNA fluorescent intercalator displacement, fluorescence; in the data active means inhibition above about 37%;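 further: 0% = vehicle and 100% = reference compound; higher means more ethidium bromide displaced from hairpin DNA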
MEKK3 PB1 HTS = raises or lowers MEK5 binding to the human MEKK3 PB1 domain | bead-based flow cytometry, Alexa488-MEK5 binding to MEKK3; actives lie on both sides; 0 = blocked by unlabeled MEK5, 100 = vehicle | binding response (% of control), % at 10 µM | 290,000 compounds, 1.4% hits | AID 1529;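 active means binding response more than 3 SD above or below the average of its plate-row segment, actives on both sides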;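 further: Alexa488 bead fluorescence after subtracting the streptavidin-only scavenger bead signal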
Target sequence (Q99759 whole entry, looked up, the tested form may be a part): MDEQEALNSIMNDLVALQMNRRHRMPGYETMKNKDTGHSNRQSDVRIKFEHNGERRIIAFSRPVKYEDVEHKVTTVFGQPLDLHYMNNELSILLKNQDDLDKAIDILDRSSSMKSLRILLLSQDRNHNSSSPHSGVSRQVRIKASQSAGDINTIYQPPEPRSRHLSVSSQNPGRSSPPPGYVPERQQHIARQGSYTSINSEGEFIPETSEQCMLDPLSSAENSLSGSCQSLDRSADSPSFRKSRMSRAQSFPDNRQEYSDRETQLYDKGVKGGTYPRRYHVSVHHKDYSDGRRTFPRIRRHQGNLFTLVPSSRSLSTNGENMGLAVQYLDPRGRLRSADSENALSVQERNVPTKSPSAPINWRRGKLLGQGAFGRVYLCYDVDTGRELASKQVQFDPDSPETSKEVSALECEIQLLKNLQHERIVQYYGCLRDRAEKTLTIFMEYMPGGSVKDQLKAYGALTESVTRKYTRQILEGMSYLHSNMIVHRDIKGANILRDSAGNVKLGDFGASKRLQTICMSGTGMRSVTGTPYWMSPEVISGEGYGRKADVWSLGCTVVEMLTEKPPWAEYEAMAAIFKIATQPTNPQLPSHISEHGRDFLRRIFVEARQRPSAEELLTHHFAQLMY
GPR7 antagonist = antagonists of human GPR7 (neuropeptides B/W receptor 1) | 290,000 compounds, 1.1% hits | AID 1861 | GPR7-expressing cells, fluorescence antagonist assay | P48145 | inhibition, % at 4.4 µM; in the data active means inhibition above about 16%, passing the limit was not always enough;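 further: cells stimulated with the agonist NPW; 0% = agonist with vehicle and 100% = vehicle without agonist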
PHOSPHO1 block = blocks human PHOSPHO1 phosphatase activity. Q8TCT1. recombinant PHOSPHO1, absorbance phosphatase assay. inhibition, % at 13.3 µM. 290,000 compounds, 1.1% hits. AID 1565; in the data active means inhibition above about 60%
PfM18AAP inh = PfM18AAP enzyme inhibition | recombinant PfM18AAP, H-Glu-NHMec fluorogenic cleavage | inhibition, % at 7.35 µM | 290,000 compounds, 1.2% hits | AID 1822;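 active means inhibition above the campaign mean inhibition over all tested compounds plus 3 SD, cut at about 28% in these data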;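 further: 0% = plate median of test compound wells and 100% = 2 mM ZnCl2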
OXTR ag = agonists of human oxytocin receptor; P30559; CHO-OTR cells, Fluo-8 calcium fluorescence; normalized: DMSO 0%, oxytocin 100%; activation, % at 3 µM; 320,000 compounds, 0.32% hits; AID 2435;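 active means activation above the mean of all tested compounds plus 3 SD, cutoff set per screening run, cut at about 20% in these data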;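 further: peak over basal fluorescence ratio from a 100 s FLIPR kinetic read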
Target sequence (P30559 whole entry, looked up): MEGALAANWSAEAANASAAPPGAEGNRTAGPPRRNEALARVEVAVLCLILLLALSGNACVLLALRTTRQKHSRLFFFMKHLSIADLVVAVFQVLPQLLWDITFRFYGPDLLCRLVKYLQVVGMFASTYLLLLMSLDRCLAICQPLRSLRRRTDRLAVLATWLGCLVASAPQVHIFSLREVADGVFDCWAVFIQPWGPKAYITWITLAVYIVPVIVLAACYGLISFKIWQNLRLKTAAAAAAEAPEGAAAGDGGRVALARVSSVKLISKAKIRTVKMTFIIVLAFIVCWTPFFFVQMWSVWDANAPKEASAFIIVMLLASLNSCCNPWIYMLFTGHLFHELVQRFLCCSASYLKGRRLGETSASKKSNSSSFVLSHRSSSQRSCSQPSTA
NALP1 yeast inh = inhibitors of NALP1 inflammasome in yeast; S. cerevisiae NALP1/ASC/caspase-1 growth, X-gal OD620, 72 h; inhibition, % at 10 µM; 280,000 compounds, 0.61% hits; in the data active means inhibition mostly above about 24%, no sharp cut-off; inactive means mostly below about 32%; further: some compounds called inactive have numbers as strong as hits
* marks the source's active call; other numbers are inactive results; . = no result given.

SMILES,MEKK2 WT-MEK5,MEKK2mut PB1 HTS,FID counter,MEKK3 PB1 HTS,GPR7 antagonist,PHOSPHO1 block,PfM18AAP inh,OXTR ag,NALP1 yeast inh
Cc1ccc(C(=O)N/C(=C\c2ccc(-c3ccccc3[N+](=O)[O-])o2)C(=O)NCCN(C)C)cc1,128,13,8,96,0,5,-10,-0.3,26
Cc1ccc(OCC(=O)Nc2ccc3c(c2)C(=O)NC3=O)c(C)c1,103,9,-25,102,20,-11,2,-0.4,3
O=C(Nc1ccc(Cl)cc1C(=O)Nc1ccc(Br)cn1)c1ccco1,94,-2,-7,97,-2,36,-10,0.2,13
Cc1ccc(C(=O)NCCc2ccc(S(N)(=O)=O)cc2)o1,103,0,0,99,-2,8,-6,1.1,0
N#CCCN(Cc1cccnc1)S(=O)(=O)c1ccc(S(=O)(=O)NC2CCCCC2)cc1,.,.,2,.,-2,-23,-10,-0.3,10
COc1ccc2[nH]c(=O)c(CNc3ccccc3)cc2c1,.,.,4,.,-11,23,11,-0.4,-8
COc1ccc(-c2csc(N3C(=O)CNC3=S)n2)cc1,95,-1,-1,96,-3,-48,3,-0.9,32
CCOC(=O)c1cn(Cc2ccccc2)c2cc(C)nn2c1=O,100,1,-10,101,-5,46,2,-0.3,4
COc1ccc(OCC(O)CNC(=O)c2ccc(OC)cc2)cc1 (stereo unspecified),104,4,-11,100,-7,47,2,-1.8,-5
CCCCN(Cc1ccccc1)S(=O)(=O)c1ccc2[nH]c(=O)oc2c1,99,5,-11,97,0,-7,-3,-1.3,-3
COc1ccc(CNC(=O)C2CCCN(S(=O)(=O)c3cc(C)ccc3OC)C2)cc1 (stereo unspecified),102,3,-31,105,5,26,-6,1.7,8
COc1cccc(C(c2sc3ncnn3c2O)N2CCN(C(=O)c3ccco3)CC2)c1 (stereo unspecified),111,9,-20,112,-3,0,19,0.1,2
COc1cccc(C(=O)NCc2ccc3c(c2)OCO3)c1,102,2,-4,97,-12,-11,-4,0.1,12
Cc1cc(NC(=O)c2cc(-c3ccc(OC(C)C)cc3)nc3ccccc23)no1,88,-8,-20,96,-29,28,-3,0.3,-12
CCCOc1ccc(NC(=O)C2OC3OC(C)(C)OC3C3OC(C)(C)OC23)cc1 (stereo unspecified),100,-1,-8,97,-12,-2,20,-0.3,20
Cc1cc(SCC(=O)NC(=O)NCc2ccco2)nc2c(C)cccc12,93,-6,-7,96,-6,-29,-1,-1.8,1
CC1CCCCN1CCCNC(=O)c1ccc(Br)cc1 (stereo unspecified),111,2,0,101,0,32,4,0.7,10
COc1cc(/C=N/N=C(/N)c2nonc2N)cc(Br)c1OCc1ccccc1C,97,-6,-8,100,-17,10,-2,0.3,9
CN(C)c1nc(-c2ccccc2)ncc1S(=O)(=O)c1ccccc1,98,3,-6,103,-6,41,-3,-1.4,19
Oc1c(Br)cc(Br)cc1/C=N/Nc1ccc(Cl)nn1,97,8,-5,97,-8,24,40*,-0.6,41*
CCc1ccc(NC(=O)c2ccc3c(c2)C(=O)N(CCOC)C3Nc2ccc(CC)cc2)cc1 (stereo unspecified),99,8,-3,108,-8,4,2,1.4,35
O=S(=O)(Oc1ccc(C(=S)N2CCOCC2)cc1)c1ccc(Cl)cc1,103,0,-14,103,8,5,-2,1.4,-4
COc1ccc(N(CC(=O)Nc2ccc(F)cc2F)S(=O)(=O)c2c(C)nn(C)c2C)cc1,95,-6,-42,96,-1,29,-9,0.1,-1
COCc1ccc(C(=O)N2CCC(CCC(=O)Nc3cccc(C)c3)CC2)s1,104,12,-54,103,-7,25,2,-1.4,7
N/C(=N\OC(=O)Cc1ccc(-c2ccccc2)cc1)c1ccccn1,102,4,-18,94,18,3,-5,-0.4,-2
COc1cc(NC(=O)c2ccc(Br)o2)ccc1NC(=O)c1ccccc1Cl,98,3,-24,103,-6,-21,-10,0.8,15
O=C(O)C(S)C(S)C(=O)O (stereo unspecified),104,3,.,101,.,.,.,0.3,.
Cc1ccc(C)c(NC(=O)CCN2CCN(C)CC2)c1,106,3,1,103,-7,19,-8,0.4,3
Nc1n[nH]c(S(=O)(=O)CCCc2ccccc2)n1,102,6,-2,102,5,4,7,1.7,3
CCC(OC(=O)c1nsc(Cl)c1Cl)C(=O)NCc1ccco1 (stereo unspecified),105,3,-6,112,8,-12,1,0.1,21
Cc1cccc(-n2cc(-c3ccc([N+](=O)[O-])cc3)[nH]c2=S)c1,116,29,5,111,3,-2,7,-1.1,23
COc1ccc(C(=O)COc2ccc(F)cc2)c(O)c1,100,1,-5,91,5,20,2,-0.4,.
Cc1ccc(CC(=O)Nc2cccc([N+](=O)[O-])c2)cc1,89,-11,8,91,19*,29,4,0.1,4
O=c1nc(-c2ccccc2)cc(-c2ccccc2)[nH]1,101,3,-5,104,-4,-22,-4,1.4,5
Cc1ccc2oc(-c3cccc(NC(=O)C4CCCO4)c3)nc2c1 (stereo unspecified),98,-4,-25,96,-4,-10,-2,1.4,43
COc1ccc(/C=C(/NC(=O)c2ccccc2)C(=O)N/N=C/c2ccncc2)c(OC)c1,100,2,-18,102,-17,-2,3,-0.7,19
O=C1NC(=Nc2ccccc2)c2ccc([N+](=O)[O-])cc21,101,-1,-3,99,-4,1,-9,-1.8,32
O=C(Nc1cnn(Cc2ccccc2)c1)c1cc2nc(-c3ccco3)cc(C(F)(F)F)n2n1,103,15,-7,106,-6,2,2,-2.4,8
NC(=O)Cn1nnc(-c2ccc(NC(=O)c3ccc(F)cc3)cc2)n1,102,0,2,103,-3,32,1,0.3,-3
COc1ccc(Nc2ncc3c(n2)CC(c2ccccc2)CC3=O)cc1 (stereo unspecified),102,2,-8,103,-7,0,1,-1.6,8
CC(=O)c1cccc(CN2CCC(CO)(CCOc3ccccc3)CC2)c1,114,9,-1,101,-16,.,2,1.1,-19
COc1ccc(CNC(=O)CN(Cc2ccc(Cl)cc2)S(C)(=O)=O)cc1,98,-2,-14,97,1,-9,0,0.3,11
CCc1c(C)sc(NC(=O)c2ccccc2[N+](=O)[O-])c1C(N)=O,95,1,4,99,-5,7,6,0.5,7
Cc1nn(-c2ccccc2)c(C)c1/C=N/NC(=O)c1cccs1,100,-1,-13,133*,-9,2,-8,0.2,21
Cc1cc(C)c(S(=O)(=O)N2CCN(C(=O)c3ccc4c(c3)OCO4)CC2)c(C)c1,92,5,-46,99,-10,37,5,2.9,2
COc1ccc(OC)c(N2C(=O)C(Cl)=C(N3CCCCC3)C2=O)c1,97,0,-10,97,-4,-6,15,-1.9,-5
COc1ccc(CNC(=O)C2CC(c3cc(C(F)(F)F)cc(C(F)(F)F)c3)=NO2)cc1 (stereo unspecified),98,3,.,110,.,31,.,-2.7,-8
CC(C)(C)C(=O)Nc1nnc(CSCc2ccccc2F)s1,95,2,-12,99,2,17,-1,1.9,-9
COc1ccc(/C(N)=N/OC(=O)Cc2cccs2)cc1OC,102,0,-7,150*,1,-5,-8,-1.9,7
O=C(/C=C/c1ccccc1)Nc1nc(-c2ccncc2)cs1,101,-1,-3,112,15,24,3,-1.8,-4

Carrying on:
SMILES,MEKK2 WT-MEK5,MEKK2mut PB1 HTS,FID counter,MEKK3 PB1 HTS,GPR7 antagonist,PHOSPHO1 block,PfM18AAP inh,OXTR ag,NALP1 yeast inh
CCOC(=O)Nc1ccc2c(c1)N(C(=O)CN1CCN(C)CC1)c1ccccc1CC2,109,6,17,102,2,-2,0,-0.5,6
CC(C)NC(=O)NNC(=O)Cn1nnc(-c2cccc(Cl)c2Cl)n1,98,-4,-6,97,-10,3,1,0.5,-18
COc1ccccc1NS(=O)(=O)c1ccc(/C=C/C(=O)O)cc1,92,-9,-7,85,-3,20,-16,0.7,-3
Cc1ccc(C2(C(F)(F)F)NC(=O)N3CCN=C3S2)cc1 (stereo unspecified),100,0,-4,98,2,19,3,0.6,15
Cc1cc(Br)cnc1NC(=S)Nc1ccc(F)cc1F,111,2,-4,104,-12,22,6,-1.6,0
Cc1nn(C)c(C)c1/C=N/NC(=O)C(C)(C)Oc1ccc(Cl)cc1,88,-11,-18,87,0,3,-1,0.0,5
Cc1cc(C)nc(NC(=O)NS(=O)(=O)Nc2ccc(Br)cn2)n1,103,1,7,103,6,36,-7,-0.5,-2
Nn1c(SCC(=O)N2CCCc3ccccc32)nncc1=O,90,-3,4,92,-3,28,-3,0.1,2
O=C(N/N=C/c1cccs1)c1ccc2ccccc2c1,95,-3,-15,100,-2,26,2,-0.4,8
CC1(c2nnc(-c3cccc(Cl)c3)o2)CC(c2ccc(C#N)cc2)=NO1 (stereo unspecified),101,5,.,102,.,.,.,5.0,.
O=C(Nc1cccc2ncccc12)c1ccco1,99,-3,-2,101,8,8,0,-0.5,22
CCN1CCC(=NNC(=O)CC23CC4CC(CC(C4)C2)C3)CC1,102,-1,-1,93,-5,28,-1,-0.6,13
COc1cc(OC)c(-c2nn3c(C4CCCCC4)nnc3s2)cc1OC,98,-1,-10,98,-13,4,-1,0.7,9
CC1=C(C)C(=O)C(CCCCC#CCCCC#CCO)=C(C)C1=O,102,-1,-29,110,-13,16,21,1.0,20
COc1ccccc1OC(C)C(=O)Nc1ccc2c(c1)OCCO2 (stereo unspecified),100,0,-33,100,-10,16,1,-0.1,-14
O=C(O)c1[nH]c2ccccc2c1C(c1cc(Br)ccc1O)c1c(C(=O)O)[nH]c2ccccc12,96,-1,-11,103,-14,-14,1,-0.7,11
COc1ccc(OC)c(NC(=O)CN2C(=O)C3(OCCCO3)c3ccccc32)c1,107,4,-20,104,0,16,1,-0.9,10
O=Cc1ccc(N2CCCC2)c([N+](=O)[O-])c1,102,-1,2,103,3,6,4,0.4,2
COc1ccnc(Oc2ccc(F)cc2)c1C(=O)N/C=N/OCc1ccc(F)cc1Cl,101,1,-2,107,-8,3,3,4.0,30
COc1cccc(NC(=O)CNS(=O)(=O)c2ccc3nc(C)sc3c2)c1,.,.,-7,.,-9,5,9,-1.5,-7
Cc1ccc(NC(=O)c2ccccc2-c2ccccc2C(=O)O)cc1,97,0,-1,95,-14,23,-2,0.9,15
O=C(Cn1cc([N+](=O)[O-])cn1)NCc1ccc(-n2cccn2)cc1,95,-1,4,96,-1,32,-4,-1.0,16
CCOC(=O)C1=C(c2ccccc2)NC(SCC(=O)Nc2ccc(C)cc2)=C(C#N)C1c1ccco1 (stereo unspecified),116,14,0,107,-8,2,-1,2.3,18
Cc1cc(NC(=O)c2ccc([N+](=O)[O-])o2)ccc1NC(=O)c1ccco1,108,-1,-8,105,-7,22,0,.,8
CCOC(=O)c1ccc(NC(=O)Cc2coc3cc4c(cc23)CCC4)cc1,119,0,-3,108,-8,-10,4,0.8,30
O=C(NCCCN1CCOCC1)c1cc(-c2ccc(F)cc2)on1,101,1,2,98,-17,6,-8,1.8,10
CCOC(=O)C1(S(=O)(=O)c2ccc(Cl)cc2)CCN(Cc2ccc(C)cc2)CC1,99,-4,-12,96,-15,3,-3,-1.0,5

Random excerpt: two compounds from above, in no set order.
SMILES,MEKK2 WT-MEK5,MEKK2mut PB1 HTS,FID counter,MEKK3 PB1 HTS,GPR7 antagonist,PHOSPHO1 block,PfM18AAP inh,OXTR ag,NALP1 yeast inh
Cc1ccc(C2(C(F)(F)F)NC(=O)N3CCN=C3S2)cc1 (stereo unspecified),100,0,-4,98,2,19,3,0.6,15
CC(C)NC(=O)NNC(=O)Cn1nnc(-c2cccc(Cl)c2Cl)n1,98,-4,-6,97,-10,3,1,0.5,-18

High-throughput results: PubChem, several laboratories
